Screening data deposited in PubChem BioAssay by several laboratories.
T cell modulator: modulators of CD8 T cell-vesicle binding, primary screen, mouse 2C CD8+ T cells, flow cytometry; AID 2052, 2009; 0.068% of 330,000 active; 2C CD8+ T cell-vesicle binding; hits give low values; calls only at 7 µM;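 active = response, share of CD8 T cells binding vesicles, and their 90th percentile fluorescence all below set limits, cut at about 80% in these data, passing the limit was not always enough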
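Material: 2C TCR transgenic mouse naive CD8+ T cells, MACS-purified. Also added: QL9-charged Drosophila Ld/ICAM-1/B7-1 vesicles. Timing: binding 1.5 h at 37 °C. Measured by: high-throughput flow cytometry with anti-B7-1 and anti-CD8 staining. Read-out: percent CD8+ FL2 mean versus row control. Controls: Unloaded micro-vesicles (low), QL9 vesicles with 0.7% DMSO (high).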
UTI89 phage lysis: inhibition of K1F phage lysis, E. coli UTI89, bacterial capsule biogenesis inhibitors, alamar blue (AID 488966). E. coli UTI89 K1F phage lysis, alamar blue, 2 h; higher % means a stronger effect. inhibition, % at 100 µM; hits with a dose series show IC50 in µM. 0.02% of 340,000 active;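 active = phage lysis inhibition, versus mean bacterial control, above a set limit; inconclusive = no clear call, values can overlap the other calls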;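 also: capsule biogenesis inhibitors block K1F phage lysis so surviving cells raise fluorescence; higher fluorescence means more inhibition of phage lysis; actives were called in the ten point dose series up to 300 µM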
RSV CPE inhibition: RSV antiviral activity via CPE protection, HEp-2 cells, primary 10 µM value included (AID 2391); HEp-2 cells, RSV-induced CPE inhibition; higher % means a stronger effect; one-dose CPE inhibition, % at 10 µM; IC50 in µM for titrated hits; 0.13% of 310,000 active; in the data active = a potency from the dose series; inconclusive = CPE inhibition mostly from about 23% at the one dose, without a potency; inactive = the rest, 99 in 100 with CPE inhibition below about 21%; also: strong numbers were not always called active
NTR1 ag: agonists of NTR1, primary screen, imaging, U2OS cells, beta-arrestin-GFP, high content (AID 493036) | activation, % at 20 µM | NTR1-U2OS beta-arrestin-GFP spot imaging, agonist mode | 0.17% of 330,000 active;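 active = activation at or above 40% of the spot to cytoplasm intensity ratio, with at least 20 cells analyzed; inconclusive = wells under 20 cells, flagged as cytotoxic or low count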;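 also: 0% = DMSO without peptide and 100% = 100 nM NTR1 peptide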
Target sequence (P30989 whole entry, looked up): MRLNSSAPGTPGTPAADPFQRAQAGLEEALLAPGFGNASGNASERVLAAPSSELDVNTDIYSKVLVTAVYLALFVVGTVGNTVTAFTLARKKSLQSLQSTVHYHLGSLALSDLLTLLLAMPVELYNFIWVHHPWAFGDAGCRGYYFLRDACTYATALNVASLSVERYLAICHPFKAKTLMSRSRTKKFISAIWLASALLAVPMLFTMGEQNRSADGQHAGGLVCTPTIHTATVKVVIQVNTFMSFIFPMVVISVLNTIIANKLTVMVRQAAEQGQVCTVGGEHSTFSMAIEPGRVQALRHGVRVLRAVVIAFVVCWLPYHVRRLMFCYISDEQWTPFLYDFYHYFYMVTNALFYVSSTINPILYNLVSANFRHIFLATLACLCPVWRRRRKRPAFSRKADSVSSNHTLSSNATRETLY
TNAP activators: human TNAP enzyme activators, primary screen, biochemical, luminescent, no phosphate acceptor, uHTS (AID 1001). purified TNAP, luminescent activation assay, no phosphate acceptor; higher activation fold means a stronger effect. one-dose activation fold at 20 µM; EC50 in µM for titrated hits. 0.03% of 200,000 active; in the data active = activation fold from about 3, or a potency from the dose series; inactive = the rest, 99 in 100 with activation fold below about 1.6; also: many of its hits are not listed in these tables
Rac1 GTP hydrolysis: MgcRacGAP GTPase-activating activity inhibitors, confirmation, biochemical, ADP Hunter fluorescence; Rac GTPase-activating protein 1 (Homo sapiens); MgcRacGAP-stimulated Rac1 GTP hydrolysis, ADP Hunter fluorescence; higher % means a stronger effect; GST-tagged Rac1 F28L mutant substrate; one-dose inhibition, % at 30 µM; IC50 in µM for titrated hits; 0.6% of 340,000 active; AID 624330, 2012;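 active = first-screen hits whose inhibition reached a set limit at any dose in the follow-up dose series; inconclusive = inhibition above the set first-screen limit but never retested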;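 also: fluorescence reports GDP produced by GAP-driven GTP hydrolysis; strong numbers were not always called active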
Myeloid diff 2: induction of myeloid progenitor differentiation, primary screen, cell-based, flow cytometry, MLPCN library. ER-HoxA9 myeloid progenitors, lysozyme-GFP differentiation. calls only at 10 µM. 1% of 360,000 active. AID 624256, 2012;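 active = normalized GFP-positive differentiation at or above the plate's own cutoff, the solvent-only control mean plus 3 SD; inconclusive = no clear call, values can overlap the other calls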;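 also: cells exposed to compound for four days before flow analysis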
PhoP inhibition: inhibitors of PhoP regulon expression, primary screen, Salmonella Typhimurium, GFP reporter (AID 1863). inhibition, % at 50 µM; hits with a dose series show IC50 in µM. 0.16% of 300,000 active. S. Typhimurium PhoP-regulated promoter GFP reporter, 4 h; higher % means a stronger effect;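 active = inhibition over 29.93%, a cutoff 3 SD above the screen mean, later confirmed by dose response; inconclusive = inhibition over 29.93% but no dose response follow-up; inactive = inhibition at most 29.93% or unconfirmed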;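 also: 0% = low Mg2+ inducing control and 100% = high Mg2+ repressing control; strong numbers were not always called active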
SV40 large T antigen: SV40 large T antigen inhibitors, biochemical (AID 1903) | inhibition, % at 20 µM; hits with a dose series show IC50 in µM | 0.39% of 310,000 active | SV40 large T antigen ATPase/helicase inhibition assay; higher % means a stronger effect; in the data active = a potency from the dose series; inconclusive = inhibition mostly from about 32% at the one dose, without a potency; inactive = the rest, 99 in 100 with inhibition below about 32%; also: strong numbers were not always called active
T cell modulator vesicle-bound %: further read-out of T cell modulator, marked with its call; double positive events, %; measured here: CD8+ vesicle-bound cell fraction;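 binding gate set so that unloaded-vesicle control wells show 10% double positive cells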
NTR1 ag cell count 20 µM: further read-out of NTR1 ag, marked with its call; cell count; measured here: cell count, cytotoxicity flag
Myeloid diff 2 GFP+ MAC1+ %: further read-out of Myeloid diff 2, marked with its call; GFP+ MAC1+ double positive, %; measured here: differentiation confirmed by MAC1 staining
* hit, by the source's call; i = inactive; ? = inconclusive; . = no result given; + = active, no number; [ ] = another dose, or the depositor's remark.

SMILES	T cell modulator	T cell modulator vesicle-bound %	UTI89 phage lysis	RSV CPE inhibition	NTR1 ag	NTR1 ag cell count 20 µM	TNAP activators	Rac1 GTP hydrolysis	Myeloid diff 2	Myeloid diff 2 GFP+ MAC1+ %	PhoP inhibition	SV40 large T antigen
CCN(C[C@H]1N[C@@](C)(C(=O)OC)[C@H]2C(=O)N(Cc3ccccc3)C(=O)[C@@H]12)C(=O)COC	i	17	0.2%	.	-0.4	55	.	4%	i	1.4	.	.
CCOc1ccc(-n2ccnc(SCC(=O)Nc3cccc(OC)c3)c2=O)cc1	i	23	1.7%[50 µM]	0.7%	1.8	57	.	3%	i	0.3	-10%	28%
CNC(=S)NNc1nc(N2CCOCC2)nc(N2CCOCC2)n1	i	52	-0.9%	-0.5%	1.9	32	1.1	4%	i	0.5	10%	-2%
CC(=O)c1ccc(OCc2cc(C(=O)NCCN3CCCC(O)C3)no2)cc1 (centres undefined)	i	9	0.2%	0.0%	-0.2	64	.	7%	i	1.2	7%	-2%
O=C(Nc1ccccc1F)c1ccc(S(=O)(=O)NCC2CCCO2)cc1 (centres undefined)	i	43	2.6%	2.9%	1.7	54	1.2	4%	i	2.0	-3%	5%
CCOc1ccccc1C1CC(=O)Nc2cc(OC)c(OC)cc21 (centres undefined)	i	55	-0.3%	0.7%	2.5	59	.	0%	i	0.4	-4%	11%
CCOc1ccc(N2CC(C(=O)N3CCCC3)CC2=O)cc1 (centres undefined)	i	16	0.1%	2.0%	-1.2	45	.	4%	i	0.3	2%	5%
Cc1ccccc1NC(=O)CCc1nnc2ccc(N3CCC4(CC3)OCCO4)nn12	i	43	-1.4%	1.4%	-0.4	66	.	9%	i	0.5	-2%	-1%
CC(C)[C@H]1COCCS(=O)(=O)N1Cc1ccccc1-c1cccc2c1oc1ccccc12	.	.	0.4%	.	8.0	44	.	5%	i	0.1	.	.
Cc1ccnc(NS(=O)(=O)c2ccccc2)n1	i	33	0.2%	-1.3%	1.4	40	1	12%	i	5.5	-13%	26%
COc1ccc(NC(=O)COC(=O)C2CCCCC2)c([N+](=O)[O-])c1	i	5	4.0%[50 µM]	1.5%	-1.1	62	1	7%	i	2.2	1%	13%
Cc1ccc2nsnc2c1S(=O)(=O)Nc1cccc2nsnc12	i	44	-0.5%	2.4%	-1.5	41	1	13%	.	.	5%	2%
CCCCCOc1ccc(NC2=CC(=O)CCC2)cc1	i	24	-1.2%[50 µM]	2.6%	1.1	44	.	8%	i	0.7	-1%	9%
COc1ccc(/C=N\NC(=O)c2cccc(F)c2)cc1COc1ccccc1	i	28	0.2%	2.9%	5.8	33	.	11%	.	.	.	3%
Cc1nc2ccc(NC(=O)c3cccc(S(=O)(=O)N(C)c4ccccc4)c3)cc2s1	i	25	-1.5%[50 µM]	12%	16	64	1.1	9%	i	0.0	-3%	7%
CC(C)N1C(=O)/C(=C\c2nc3ccccc3c(=O)n2-c2ccccc2)c2ccccc21	i	38	0.3%[50 µM]	-1.7%	.	.	1	-11%	i	1.0	25%	2%
Cc1ccc(-n2nc(C)c3c(C)c(CCC(=O)NCc4ccccc4)c(C)nc32)cc1	i	38	-1.2%	3.2%	6.3	98	1.1	4%	i	3.1	-5%	7%
O=C(CCc1c[nH]c2ccccc12)NCCc1ccc(Cl)cc1	i	22	0.7%	1.3%	0.2	58	.	6%	i	3.2	-3%	5%
CC1CCN(C(=O)Cn2c(=O)c3cccn3c3ccccc32)CC1	i	10	0.2%	0.1%	0.0	60	.	6%	i	2.0	7%	4%
CN(c1ccccc1)S(=O)(=O)c1ccc(NC(=S)NC(=O)c2ccccc2)cc1	i	41	-2.2%[50 µM]	18%	3.5	50	0.9	6%	i	0.1	0%	1%
O=C(N/N=C/c1cc(Cl)cc([N+](=O)[O-])c1O)c1ccccc1NS(=O)(=O)c1cccs1	i	24	-0.1%	9.6%	-1.9	54	.	10%	i	0.2	15%	9%
Cc1nc2c(sc(=S)n2Cc2ccco2)c(=O)n1CC(=O)Nc1ccc(F)cc1	i	32	0.4%	0.3%	9.0	41	.	11%	i	3.2	-1%	17%
CC(=O)c1ccccc1NC(=O)c1ccc(OCc2c(C)noc2C)cc1	i	17	3.7%	.	1.3	63	.	3%	i	0.9	.	.
Cc1ccc(S(=O)(=O)N(CCCO)CC(O)CON=C2c3ccccc3-c3ccccc32)cc1 (centres undefined)	i	5	-1.0%[50 µM]	-0.2%	47*	48*	1	9%	i	0.3	6%	11%
CCCNC(=O)c1ccc2c(c1)nc(C)n2-c1cccc(C)c1	i	39	0.6%	-0.5%	-0.8	47	.	4%	i	0.7	6%	-2%
CCOC(=O)Cn1c(CN(Cc2ccccc2)Cc2ccccc2)nc2c1c(=O)n(C)c(=O)n2C	i	18	0.4%	9.2%	7.4	83	1.1	0%	i	1.0	9%	-11%
CC(C)c1ccc(C2(C)NC(=O)N(C(C)C(=O)Nc3ccc(N4CCOCC4)cc3)C2=O)cc1 (centres undefined)	.	.	0.4%[50 µM]	.	0.8	74	.	-8%	i	0.7	.	.
O=C(c1cccc(S(=O)(=O)N2CCCC2)c1)c1nnc(-c2ccncc2)o1	i	8	4.6%	6.7%	0.5	52	1	7%	i	1.0	-8%	11%
O=C(CNC(c1ccccc1)c1ccccc1)Nc1ccccc1Br	i	10	-0.1%	4.4%	6.4	65	.	7%	i	0.9	-2%	5%
O=C(CNC(=O)c1cccs1)N=Nc1c(O)[nH]c2ccc(Br)cc12	i	39	0.0%	?	4.2	73	.	7%	i	1.2	3%	-1%
CCC(C)C(=O)Nc1cc([N+](=O)[O-])ccc1Cl (centres undefined)	i	23	3.7%	1.3%	-1.9	41	1.1	12%	i	0.2	1%	1%
CCCCNC(=O)/C=C/c1ccc(S(=O)(=O)Nc2ccc(OC)cc2)cc1	i	48	-1.3%	1.0%	-0.5	51	1.1	8%	i	0.1	0%	4%
Cc1cccc2cc(CN(Cc3ccccc3)C(=O)c3cccc(F)c3)c(Cl)nc12	i	27	2.2%	?	3.4	61	1	3%	i	10	-5%	12%
CCC(=NCCc1c(C)[nH]c2ccccc12)C1=C(O)CC(c2ccccc2)CC1=O (centres undefined)	i	46	0.6%	0.4%	5.9	42	1.1	8%	?	.	13%	2%
Cc1n[nH]c(=S)n1-c1ccc(Cl)cc1	i	53	0.3%	-0.1%	0.2	65	0.9	4%	i	0.8	-1%	31%
CN(Cc1ccc(OC(F)F)cc1)C(=O)c1ccc(S(=O)(=O)N(C)c2ccccc2)cc1	i	32	0.0%[50 µM]	0.1%	1.7	92	.	4%	i	0.4	.	.
CC(=O)NC(N(C#N)c1nc(Cl)nc(N(C)C)n1)C(Cl)(Cl)Cl (centres undefined)	i	44	0.1%	-0.2%	1.2	61	.	3%	i	0.4	.	17%
Cc1ccc(S(=O)(=O)N(C)C)cc1NC(=O)CCNC(=O)c1ccco1	i	18	0.2%	0.1%	14	49	.	4%	i	0.4	3%	-4%
CCC(=O)N1CCN(c2cc(C)ccc2C)CC1	i	42	3.8%	1.1%	-4.0	85	1.1	10%	i	1.1	3%	10%
Cc1cccc(N2CCN(S(=O)(=O)c3ccc4c(c3)C(C)(C)C(=O)N4C)CC2C)c1 (centres undefined)	i	36	3.6%	7.8%	0.3	60	.	7%	i	0.0	-10%	8%
COc1ccc2[nH]c3c(c2c1)CCN1C(=O)C(CC(=O)NCCc2ccccn2)C[C@H](C(=O)N(C(C)C)C(C)C)[C@@]31C (some centres undefined)	.	.	0.1%	.	4.3	61	.	9%	i	0.5	.	.
N#CC1=C(N)NC(=S)C(C(N)=O)C1c1ccc(Cl)cc1Cl (centres undefined)	i	50	0.8%	1.7%	0.9	48	1	-16%	i	1.5	-10%	30%
O=C(Cn1ccnc1[N+](=O)[O-])NCc1ccccc1	i	44	-13%	-0.9%	-1.9	74	.	7%	i	4.6	-1%	?
COc1ccc(Cl)cc1NC(=O)COC(=O)C1=NNC(=O)CC1	i	36	-4.8%	.	1.5	60	.	-4%	i	0.8	.	.
O=C(Nc1ccccc1F)Oc1cccc(OC(=O)Nc2ccccc2F)c1	i	13	0.1%	16%	0.2	98	.	8%	i	0.2	-8%	29%
O=c1c2ccccc2ncn1-c1ccc(Br)cc1[N+](=O)[O-]	i	58	-0.8%	2.0%	3.3	51	.	4%	i	0.9	13%	7%
CCCCN(C)CCNC(=O)C(NC(=O)C1CCC(C)CC1)C(C)C (centres undefined)	i	55	-0.2%	-0.3%	0.9	54	1.2	-9%	i	0.7	3%	10%
COc1ccc(NC(=O)C2CC(=O)N(c3cc(C)ccc3C)C2)cc1 (centres undefined)	i	27	-0.1%	0.5%	2.3	35	1	8%	i	0.7	2%	2%
S=C(Nc1ccc(Br)cc1)Nc1ccc2c(c1)OCCO2	i	60	0.4%[50 µM]	0.9%	0.6	53	.	17%	i	0.8	7%	7%
CCOP(=O)(OCC)C(NC(=O)Nc1ccc(C)cc1)C(N)=O (centres undefined)	i	15	.	.	0.1	57	.	.	+	1.1*	-4%	8%
CCN(CC(=O)Nc1c(F)cccc1F)C(=O)c1cc([N+](=O)[O-])ccc1N1CCOCC1	i	49	1.2%[50 µM]	-2.1%	-0.2	55	.	3%	i	0.7	-8%	14%
O=c1c2nccnc2[nH]c(=S)n1Cc1ccccc1Cl	i	39	0.1%	2.7%	2.4	47	1	8%	i	0.2	1%	13%
O=C(CCNC(=O)OCC1c2ccccc2-c2ccccc21)NOCc1ccccc1	.	.	0.2%	.	0.7	59	.	5%	i	1.0	.	.
Cc1ccc(CN2C(=O)c3ccccc3NC2c2ccccn2)cc1 (centres undefined)	i	52	0.2%	0.2%	-0.4	34	1.1	8%	i	0.4	6%	2%
